# Fibroblast inh: blocks proliferation of human lung fibroblasts | LL 47 human lung fibroblast viability, ATP luminescence; active compounds read low | viability, % at 10 µM | 1.1% of 85,000 active;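 active = viability at or below 50% in the single dose screen; inactive = viability above 50%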;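 note: compound exposure lasted 72 h before the ATP readout; 100% = median luminescence of untreated cell-only wells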
#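 Signal: luminescent ATP detection, CellTiter-Glo; assay system: LL 47 human lung fibroblasts; input: 1,150 cells/well; incubation: overnight cell rest, 72 h compound treatment at 37 °C; measure: % viability versus median cells-only luminescence; medium: IMEM growth medium with 15% fetal bovine serum; dosing: compound addition at 0.1% DMSO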
# HUVEC prolif 384: human endothelial cell proliferation inhibition | HUVEC proliferation, CellTiter-Glo luminescence, 72 h; active compounds read low | viability, % at 10 µM (by protocol) | 1.1% of 86,000 active | AID 648;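 active = viability at or below 30%; inactive = viability above 30%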;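 note: 100% = median luminescence of DMSO-only cell control wells on each plate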
# PostGolgi ctrl: growth of the yeast control strain, post-Golgi counter-screen | efflux-deficient yeast background strain, growth absorbance A615, 16 h | 5% of 98,000 active | inhibition, % at 10 µM; in the data active = inhibition above about 30%
# S1P2 blocker: blocks the human S1P2 receptor. inhibition, % at 5 µM. O95136. 0.21% of 97,000 active. cell-based S1P2 antagonist assay, inhibition at 5 uM; in the data active = inhibition above about 45%;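 note: CRE beta-lactamase reporter cells expressing human S1P2 stimulated with S1P; 0% = agonist at EC80 alone and 100% = agonist plus reference antagonist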
# Target sequence (O95136 whole entry, looked up): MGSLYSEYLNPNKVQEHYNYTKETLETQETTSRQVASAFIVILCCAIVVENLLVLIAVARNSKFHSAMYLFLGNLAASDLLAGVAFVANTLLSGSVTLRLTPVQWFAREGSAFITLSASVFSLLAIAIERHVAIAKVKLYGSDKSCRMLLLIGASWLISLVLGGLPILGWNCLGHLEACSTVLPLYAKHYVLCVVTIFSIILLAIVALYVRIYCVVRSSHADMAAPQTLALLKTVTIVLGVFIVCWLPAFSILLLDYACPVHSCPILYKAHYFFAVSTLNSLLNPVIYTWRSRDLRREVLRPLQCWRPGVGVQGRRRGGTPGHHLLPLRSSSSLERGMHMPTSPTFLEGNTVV
# S1P2 agonist: S1P2 (human) receptor agonism. O95136. S1P2-expressing cell line, agonist reporter read-out. activation, % at 4.5 µM. 0.46% of 97,000 active. AID 729; in the data active = activation above about 16%;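 note: 0% = vehicle low control and 100% = maximal reference agonist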
# sEH inh: blocks human soluble epoxide hydrolase activity | P34913 | 0.34% of 91,000 active | recombinant human sEH enzymatic activity assay | inhibition, % at 2 µM; in the data active = inhibition above about 80%; note: values of inactives mirror those of a sister screen read the other way; many of its hits are not listed in these tables
# Target sequence (P34913 whole entry, looked up): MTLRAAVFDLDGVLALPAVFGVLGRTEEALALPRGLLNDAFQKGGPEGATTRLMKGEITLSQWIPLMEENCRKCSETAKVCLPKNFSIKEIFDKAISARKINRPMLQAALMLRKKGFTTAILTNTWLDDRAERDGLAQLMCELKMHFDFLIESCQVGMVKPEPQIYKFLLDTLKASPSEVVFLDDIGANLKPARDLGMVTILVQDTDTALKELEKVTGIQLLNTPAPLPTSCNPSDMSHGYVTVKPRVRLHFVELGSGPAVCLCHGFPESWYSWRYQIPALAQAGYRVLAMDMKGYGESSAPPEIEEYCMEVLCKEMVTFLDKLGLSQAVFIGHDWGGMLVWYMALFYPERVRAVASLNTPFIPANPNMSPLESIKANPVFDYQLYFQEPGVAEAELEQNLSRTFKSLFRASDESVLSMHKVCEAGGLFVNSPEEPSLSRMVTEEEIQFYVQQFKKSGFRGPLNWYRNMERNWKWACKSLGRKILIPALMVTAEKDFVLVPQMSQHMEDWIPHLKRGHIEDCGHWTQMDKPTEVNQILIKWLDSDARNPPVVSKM
# LYP act: activators of human LYP (PTPN22) phosphatase | Q9Y2R2 | recombinant LYP, DiFMUP fluorescence; 0 = plate median, 100 = signal doubled | activation, % at 2 µM | 0.11% of 96,000 active | AID 697;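 active = activation at 2 µM above a set limit, the mean plus 5 SD, cut at about 37% in these data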
# sEH act: increases human soluble epoxide hydrolase activity. P34913. purified human sEH enzymatic activity, activator screen. activation, % at 2 µM. 0.04% of 91,000 active; in the data active = activation above about 37%; note: values of inactives mirror those of a sister screen read the other way
# H69AR inhibit: growth inhibitors of human H69AR lung tumor cells. H69AR lung tumor viability, ATP luminescence, 72 h; active compounds read low. viability, % at 10 µM. 6% of 85,000 active. AID 598;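 active = viability at or below 40%; inactive = viability above 40%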;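 note: multidrug resistant small cell line overexpressing MRP-1 efflux transporter; 100% = mean luminescence of untreated control wells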
# The depositor's hits bear a star; x = not tested or not shown. An excerpt (hit frequency here may not be typical).
SMILES,Fibroblast inh,HUVEC prolif 384,PostGolgi ctrl,S1P2 blocker,S1P2 agonist,sEH inh,LYP act,sEH act,H69AR inhibit
CCN1CCN(c2ccc(NC(=O)C(C)C)cc2Cl)CC1,101,103,16,-8,-1,14,16,-12,87
CCOP(=S)(OCC)c1ccc(N(C)C)cc1,x,99,-5,1,-3,3,-11,-2,81
Cc1oc2ccc(OC(=O)N(C)C)cc2c1C(=O)OC(C)C,98,111,27,-17,5,0,-17,4,96
CNCC(O)c1cccc(OC(=O)c2ccccc2C)c1 (configuration not stated),82,74,12,10,-4,-6,6,6,80
O=c1cc(C2CCNCC2)[nH][nH]1,99,105,3,15,-3,-13,-8,14,92
CN1C2CCC1CC(OC(=O)c1cc(Cl)cc(Cl)c1)C2 (configuration not stated),88,112,-5,14,-2,-7,-3,6,84
O=C(Cn1cnc2ccccc2c1=O)NCC(=O)N1CCC2(CC1)OCCO2,x,x,5,-6,-3,25,5,-23,x
O=C(COc1ccc(Br)cc1)N1CCN(Cc2ccncc2)CC1,89,79,2,9,-6,x,8,x,97
Cn1c(O)c(/C=N/c2ccccn2)c(=O)n(C)c1=O,100,90,5,x,x,x,x,x,84
OC1(c2cccnc2)CC2CCC(C1)N2Cc1nnnn1Cc1ccccc1 (configuration not stated),91,98,-4,5,-8,4,1,-5,72

# Laid out differently: entries from further up.
mol: CCOP(=S)(OCC)c1ccc(N(C)C)cc1
  Fibroblast inh = x
  HUVEC prolif 384 = 99
  PostGolgi ctrl = -5
  S1P2 blocker = 1
  S1P2 agonist = -3
  sEH inh = 3
  LYP act = -11
  sEH act = -2
  H69AR inhibit = 81

mol: Cc1oc2ccc(OC(=O)N(C)C)cc2c1C(=O)OC(C)C
  Fibroblast inh = 98
  HUVEC prolif 384 = 111
  PostGolgi ctrl = 27
  S1P2 blocker = -17
  S1P2 agonist = 5
  sEH inh = 0
  LYP act = -17
  sEH act = 4
  H69AR inhibit = 96

mol: CNCC(O)c1cccc(OC(=O)c2ccccc2C)c1 (configuration not stated)
  Fibroblast inh = 82
  HUVEC prolif 384 = 74
  PostGolgi ctrl = 12
  S1P2 blocker = 10
  S1P2 agonist = -4
  sEH inh = -6
  LYP act = 6
  sEH act = 6
  H69AR inhibit = 80

mol: O=c1cc(C2CCNCC2)[nH][nH]1
  Fibroblast inh = 99
  HUVEC prolif 384 = 105
  PostGolgi ctrl = 3
  S1P2 blocker = 15
  S1P2 agonist = -3
  sEH inh = -13
  LYP act = -8
  sEH act = 14
  H69AR inhibit = 92

# Reformatted: four of the compounds above
# Under each structure – Fibroblast inh	HUVEC prolif 384	PostGolgi ctrl	S1P2 blocker	S1P2 agonist	sEH inh	LYP act	sEH act	H69AR inhibit
> O=c1cc(C2CCNCC2)[nH][nH]1
  99	105	3	15	-3	-13	-8	14	92
> CN1C2CCC1CC(OC(=O)c1cc(Cl)cc(Cl)c1)C2 (configuration not stated)
  88	112	-5	14	-2	-7	-3	6	84
> O=C(Cn1cnc2ccccc2c1=O)NCC(=O)N1CCC2(CC1)OCCO2
  x	x	5	-6	-3	25	5	-23	x
> O=C(COc1ccc(Br)cc1)N1CCN(Cc2ccncc2)CC1
  89	79	2	9	-6	x	8	x	97

# (more compounds)
SMILES,Fibroblast inh,HUVEC prolif 384,PostGolgi ctrl,S1P2 blocker,S1P2 agonist,sEH inh,LYP act,sEH act,H69AR inhibit
O=C(NC[P+](=O)O)OCc1ccccc1,102,93,3,10,-7,-2,4,5,87
CN1CCN(c2ccc(NC(=O)Oc3ccccc3)cc2)CC1,101,89,19,-8,-2,7,-6,-8,99
COC(=O)C(O)(c1cn(C)c2ccccc12)C(F)(F)F (configuration not stated),101,95,10,12,-2,-8,1,8,110
CCOC(=O)Cn1cc(C(=O)c2ccccc2F)c2ccccc21,106,89,-13,-2,-4,-6,5,5,88
CC1CN(C)C(C)(C)CC1(O)c1ccccc1 (configuration not stated),99,103,1,5,-3,-5,-2,6,98
N#Cc1cc2c(nc1SCC(=O)Nc1cc(Cl)ccc1Cl)C1CCN2CC1,7.1*,5.5*,x,-47,14,-7,6,6,1.8*
CN1CCN(Cc2cc(C(C)(C)C)c(O)c(C(C)(C)C)c2)CC1,97,87,12,3,-4,14,3,-12,96
Cc1cc(C)n2nc(SC(C)C(=O)N3CCC4(CC3)OCCO4)nc2n1 (configuration not stated),x,112,2,19,-5,-5,-2,2,93
COc1ccccc1N=Cc1c(O)n(C)c(=O)n(C)c1=O,93,97,3,3,-2,-25,6,27,1.3*
COc1ccc(CCNCc2ccncc2)cc1OC,x,x,1,3,-2,-19,-3,21,x

# Whole records from above:
# `CC1CN(C)C(C)(C)CC1(O)c1ccccc1` (configuration not stated) in the list: Fibroblast inh: 99; HUVEC prolif 384: 103; PostGolgi ctrl: 1; S1P2 blocker: 5; S1P2 agonist: -3; sEH inh: -5; LYP act: -2; sEH act: 6; H69AR inhibit: 98
# `N#Cc1cc2c(nc1SCC(=O)Nc1cc(Cl)ccc1Cl)C1CCN2CC1` in the list: Fibroblast inh: 7.1*; HUVEC prolif 384: 5.5*; PostGolgi ctrl: x; S1P2 blocker: -47; S1P2 agonist: 14; sEH inh: -7; LYP act: 6; sEH act: 6; H69AR inhibit: 1.8*

# Following part:
SMILES,Fibroblast inh,HUVEC prolif 384,PostGolgi ctrl,S1P2 blocker,S1P2 agonist,sEH inh,LYP act,sEH act,H69AR inhibit
CC(=O)Nc1cc(C(=O)N2CCC3(CC2)OCCO3)ccc1S(=O)(=O)c1ccc(C)cc1,96,94,7,16,-1,-2,-2,4,90
CC1(C)COC(Nc2ccc(Cl)cc2)=N1,99,107,7,-12,4,-3,-11,4,95
Cc1cccc(CN2CCN(CC(=O)N3CCC4(CC3)OCCO4)C2=O)c1,97,94,8,1,-3,-2,4,-3,96
O=C(O)c1cc2ccccc2oc1=O,99,98,-5,2,-2,0,-4,1,105
COCCCn1c(N)c(C(=O)OCCOC)c2nc3ccccc3nc21,101,91,6,x,x,x,x,x,86
CCCCn1c(N)c(C(=O)NCc2cccs2)c2nc3ccccc3nc21,71,71,19,-3,18*,-10,-17,9,35*
Nc1ccnn1C1CCNCC1,105,104,27,-7,-4,1,16,0,92
CCOCC(=O)NC1CCSC1=O (configuration not stated),102,96,6,9,-3,-2,-10,2,102
COc1ccc(CC2C(=O)NC(=O)N(c3ccccc3)C2=O)c(OC)c1 (configuration not stated),98,101,9,7,-7,-8,2,9,95
O=c1[nH]c(=S)n(CCC2=CCCCC2)c(O)c1C=NCc1cccnc1,106,106,-4,14,-2,16,-2,-14,73
CC(=O)c1c(C)n(CCCOC(C)C)c2ccc(O)cc12,97,79,3,-7,-2,0,2,4,72
Cc1cc(OCc2nn[nH]n2)c2c3c(c(=O)oc2c1)CCC3,101,88,9,16,-6,2,-5,-2,93
CNC(=S)NC1CC2CCCC(C1)N2CC(C)C (configuration not stated),x,x,-9,1,-3,4,-2,-2,x
CC(O)(CS(=O)(=O)c1cccc(C(F)(F)F)c1)C(=O)Nc1ccc(C(F)(F)F)cc1 (configuration not stated),x,x,-1,15,-5,-5,-1,7,x
COCCCn1c(N)c(C(=O)NCCC(C)C)c2nc3ccccc3nc21,81,87,32*,-31,29*,-12,2,13,18*
CC(C)Sc1nnc([C@@H](N)Cc2ccccc2)o1,103,99,-8,4,-4,7,-4,-6,97
CCOC(=O)CC1=C(C(=O)OCC)C2(C(=O)Nc3ccccc32)C(C#N)=C(N)O1 (configuration not stated),93,90,-1,16,-4,-16,-2,16,82
CCSP1(=S)N=C(N2CCOCC2)C(C#N)=C2CCCN21 (configuration not stated),91,94,9,17,-4,-4,22,4,x
OC(CNC1CCCCC1)c1ccccc1 (configuration not stated),100,95,6,4,-5,4,-5,-3,95
O=C(CN1C2CCC1CC(O)(c1cccnc1)C2)Nc1ccc2c(c1)OCO2 (configuration not stated),x,x,-1,14,-5,-8,-5,11,x
CCCCN1C(=O)C(C2c3ccccc3C(=O)N2Cc2ccccc2)C(=O)NC1=S (configuration not stated),96,94,29,-6,-12,-4,6,4,97
CCOP(=O)(OCC)C(NC(=O)c1ccc(Cl)cc1)=C(Cl)Cl,x,x,-2,-13,-5,3,4,-1,x
CC(=O)CC(C)(C)n1c[n+](C)nn1,x,x,-5,16,-2,-13,-2,11,x
O=C(CN1CCN(CCO)CC1)Nc1ccc(Cl)cc1C(=O)c1ccccc1,102,93,6,16,-7,2,9,-2,66
Cc1ccc(CCN2CC(C(=O)N3CCC4(CC3)OCCO4)CC2=O)cc1 (configuration not stated),102,98,3,6,-5,-12,19,12,97
O=C1NC(=O)C2(Cc3c(nc4ccccn4c3=O)N3CCCCCC32)C(=O)N1Cc1ccccc1 (configuration not stated),91,75,1,21,-12,5,-3,-4,45
CCCCc1nc2ccccc2c(=O)n1-c1ccccc1[N+](=O)[O-],x,x,18,5,0,6,19,-5,x
C=Cn1c(P(=S)(N2CCOCC2)N2CCOCC2)cc2c1CCCC2,88,111,27,8,-4,2,-3,-3,79
COc1cc(Cn2c(N)c(C(=O)NCc3ccco3)c3nc4ccccc4nc32)cc(OC)c1OC,77,63,7,-43,29*,-13,11,16,9.5*
CCOC(=O)/C(CCCN(CC)CC)=N\O,100,103,-3,-4,-8,x,5,x,101
COc1ccc(CCNC(=O)c2c(N)n(CCN3CCOCC3)c3nc4ccccc4nc23)cc1OC,92,59,8,1,6,1,3,-1,12*
CC(N)Cc1ccccc1Sc1ccc(O)cc1 (configuration not stated),x,x,-3,6,-3,6,7,-6,x
O=C(Nc1ccc(OC(=O)N2CCCC2)cc1)N1CCOCC1,104,77,17,-16,-1,17,6,-18,86
Cc1ccsc1-c1nc(CSCC(=O)N2CCC3(CC2)OCCO3)c(C)o1,102,94,7,-8,-6,14,-6,-13,101
COc1ccccc1CN1CCN(C(=O)COc2cccc(C)c2)CC1,97,94,23,23,-7,x,5,x,93
CCOC(=O)c1c(NC(=O)c2c(N)n(CCCOC)c3nc4ccccc4nc23)sc2c1CCCC2,90,76,-1,-2,-7,6,17,-2,11*
COC(=O)c1ccccc1OP1(=O)COc2ccccc2OC1,96,96,-6,7,-2,x,20,x,96
CCOC(=O)c1c(-c2ccccc2)oc2ccc(OC(=O)N(C)C)cc12,94,79,15,4,-6,-1,4,2,58
CCOC(=O)C1C(=O)NC23CCCC2C1c1ccccc1O3 (configuration not stated),106,110,3,9,-5,-6,-3,6,92
O=C(Nc1ccc(Br)cc1)c1nn(C23CC4CC(CC(C4)C2)C3)cc1Br,x,x,1,21,-4,6,4,-4,x
CCCCN1C(=O)NC(=O)C2(Cc3c(nc4ccccn4c3=O)N3CCc4ccccc4C32)C1=O (configuration not stated),94,86,22,-2,-3,1,-1,-3,64
CC(=O)NC1CC2CCC(C1)N2 (configuration not stated),104,106,17,16,-4,4,-10,0,97
CCC(C)NC(=O)c1c(N)n(CC2CCCO2)c2nc3ccccc3nc12 (configuration not stated),76,76,56*,x,x,x,x,x,101
Cc1cc(OC(=O)c2ccco2)c2c3c(c(=O)oc2c1)CCC3,98,91,0,23,-7,-1,-2,2,94
COc1ccc(OC(=O)N(C)C)c(CN(C)C)c1,101,102,3,-4,-2,-1,3,1,116
NC12CN3CN(CN(C3)C1)C2 (tested in a mixture with another compound),101,96,10,16,-1,-10,9,10,104
COC(=O)CC1(Cc2ccccc2)C(=O)NC(=O)NC1=O,101,101,2,18,-8,2,-6,-2,91
COC(=O)N(c1ccc(OC)cc1)P1(=S)OCCC(C)O1 (configuration not stated),x,x,-8,19,-9,-10,-3,13,x
CCC(=NCc1ccco1)c1c(O)n(-c2ccc(OC)cc2)c(=O)[nH]c1=O,97,97,9,5,-5,9,0,-9,94
Oc1c(Br)cc(Br)cc1CN1CCN(Cc2ccccc2)CC1,97,107,12,-9,-7,21,-7,-23,77
N#CC1=C(N)Oc2c(c(=O)oc3ccccc23)C1c1ccncc1 (configuration not stated),x,x,-2,4,-3,8,0,-8,x
O=C1C2CCN(CC2)[C@@H]1Cc1ccc2ccccc2c1O,95,93,2,4,-5,10,2,-10,83
